14-3-3 PPI: modulators of human 14-3-3 gamma - Raf peptide interaction. P61981. FP, 14-3-3gamma / TMR-pS259-Raf peptide binding. inhibition, % at 40 µM. actives 0.19% (n = 160,000). AID 422; in the data active = inhibition above about 30%;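 note: 0% = protein plus tracer without compound and 100% = blank with tracer alone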
Target sequence (P61981 whole entry, looked up): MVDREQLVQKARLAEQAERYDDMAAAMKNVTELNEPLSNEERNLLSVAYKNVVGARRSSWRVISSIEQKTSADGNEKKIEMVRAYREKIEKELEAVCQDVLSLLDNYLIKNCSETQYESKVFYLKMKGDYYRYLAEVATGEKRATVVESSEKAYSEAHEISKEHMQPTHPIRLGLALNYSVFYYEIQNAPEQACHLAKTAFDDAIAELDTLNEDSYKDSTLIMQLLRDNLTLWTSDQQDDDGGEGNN
* hit, by the source's call; & = joins results of further samples.

SMILES	14-3-3 PPI
COc1ccc(C2CC(=O)C3=C(C2)Nc2ccccc2N(C(=O)CCC(=O)O)C3c2cccs2)cc1 (stereo not drawn)	3
O=C(Cn1c(=O)n(Cc2ccco2)c(=O)c2ccccc21)NCc1ccco1	-1
CCCC(CCC)n1[nH]c(=O)c2c(C)cc(C)nc21	1
Cc1ccc(CNC(=O)c2cn(CC(C)C)c(=O)c3c2c2ccccc2n3C)cc1	-2
COc1ccc(NC2=NC3CS(=O)(=O)CC3S2)cc1Cl (stereo not drawn)	1
CCCc1cc2c(=O)c(-c3ccc4c(c3)OCCO4)c(CC)oc2cc1OC(C)C	3
O=C1C(=O)N(c2nc3ccccc3s2)C(c2ccc(Cl)cc2)/C1=C(\O)c1ccccc1 (stereo not drawn)	-21
Cc1ccc2nc(-c3ccccc3)cc(C(=O)O)c2c1	-1
CC1(C)CC(=O)C2=C(C1)Oc1ncn(CCCO)c(=N)c1C2c1ccccc1 (stereo not drawn)	-5
CCOC(=O)C1=C(C)N=C2SCCC(=O)N2C1c1ccc(C(=O)OC)cc1 (stereo not drawn)	2
CCS(=O)(=O)N1CCC(C(=O)NCCCN2CCN(c3ccccc3F)CC2)CC1	-1
COC(=O)c1c(C)oc2ccc(N(C(=O)c3c(OC)cccc3OC)S(=O)(=O)c3cccc([N+](=O)[O-])c3)cc12	-4
CCOC(=O)c1c(NC(=O)CCN2CCOCC2)sc2c1CC(C)(C)OC2	-3
CCOC(=O)Nc1ccc2c(c1)N(C(=O)OC)c1ccccc1CC2	-5
Cc1ccc(-n2c(Cc3cccn3C)nnc2SCC(=O)Nc2nnc(C)s2)cc1	-9
Cc1ccccc1CS(=O)(=O)CCC(=O)NCCN1CCN(c2cccc(Cl)c2)CC1	-2
CCOc1ccc(C(c2nnnn2Cc2ccccc2)N2CCN(C(=O)c3ccco3)CC2)cc1 (stereo not drawn)	-3
COc1ccc(C(=O)Nc2nccs2)cc1S(=O)(=O)N1CCOCC1	-5
c1ccc(OCCOc2ncnc3ccccc23)cc1	-5
CCOc1ccc2c(c1)C1C=CCC1C(c1ccccc1Cl)N2 (stereo not drawn)	-63
CCS(=O)(=O)/N=C(\N)c1ccccc1	3
C=CCn1c(SCC(=O)Nc2ccc(C(=O)OCC)cc2)nnc1-c1cccs1	-8
CC1(C)CC(=O)C2=C(C1)Nc1nc(C(F)(F)F)nn1C2c1cccc(Cl)c1 (stereo not drawn)	-6
COc1ccc(Cl)cc1NC(=O)C1c2cc(OC)c(OC)cc2C(=O)N(C)C1c1cccnc1 (stereo not drawn)	3
CCOc1ccc(/C(O)=C2\C(=O)C(=O)N(Cc3cccnc3)C2c2ccc(C(C)C)cc2)cc1C (stereo not drawn)	4
C/C(N)=C(/C#N)C(=O)CSc1nnc(Nc2cccc(C)c2C)s1	-8
O=C(CC1SC(=O)N(c2ccccc2)C1=O)Nc1cccc(O)c1 (stereo not drawn)	-9
O=C(Nc1nccs1)c1ccc2c(c1)C(=O)N(c1cccc(C(=O)c3ccccc3)c1)C2=O	-23
CC1COC2C(O1)N(S(C)(=O)=O)CCN2S(C)(=O)=O (stereo not drawn)	6
COc1cc([N+](=O)[O-])ccc1-c1ccc(C=Cc2cc(C(F)(F)F)[nH]c(=O)n2)o1	-151
Oc1ccc(Br)cc1C=Nc1nc(-c2cccc3ccccc23)cs1	-20
Cc1nn(-c2ccc(Br)cc2)c(C)c1-c1cccc([N+](=O)[O-])c1	3
CCOc1ccc2c(C)c(Cc3ccccc3)c(=O)oc2c1C	2
Cn1c2ccccc2c2ncn(Cc3ccco3)c(=O)c21	-16
COc1ccc([N+](=O)[O-])cc1N1C(=O)C2C3C=CC(O3)C2C1=O (stereo not drawn)	-3
COC(=O)c1ccc(Cn2cnc3c(cnn3-c3ccc(Cl)cc3)c2=O)o1	-1
O=C(C1CC1)N1CCc2cc(S(=O)(=O)NCCCN3CCCCC3)ccc21	-2
CN(C)C(=O)CSc1nnc2sc3ccccc3n12	-3&-10
O=C(Nc1ccc(S(=O)(=O)NC2CCCCC2)cc1)c1ccc(Br)o1	-3
Cc1nn(-c2cc(N3CCOCC3)ccc2N)c(=O)c2ccccc12	-4
CC(C)C[C@H](NC(=O)OC(C)(C)C)c1nnc(SCc2cccc(F)c2)o1	2
c1ccc2c(c1)CC(CN1CCOCC1)O2 (stereo not drawn)	-10
COc1ccc(C)cc1NC(=O)Cn1cnc2sc(C)c(S(=O)(=O)N3CCN(c4ccccc4OC)CC3)c2c1=O	-9
Cc1cc(OCC(=O)Oc2ccc3c4c(c(=O)oc3c2)CCC4)cc(C)c1Cl	-15
CCCn1c(SCC(=O)Nc2c(C)cccc2C)nnc1C(C)C	-10
CC(=O)c1c(C)[nH]c(C(=O)N2CCc3ccccc32)c1C	6
CCOC(=O)Cn1c(=O)oc2cc(S(=O)(=O)N3CCCc4ccccc43)ccc21	1
O=S(=O)(NCCOC12CC3CC(CC(C3)C1)C2)c1cccc2nsnc12	1&-6
COC(=O)c1ccc(SCC(=O)NC2CCCC(C)C2C)c([N+](=O)[O-])c1 (stereo not drawn)	2
O=C(CCn1nc(-c2ccccc2)c2ccccc2c1=O)Nc1ccccc1	2
CN1CCN(c2ccc(C(=O)c3ccc(F)cc3)cc2)CC1	-1
COc1ccc(C2/C(=C(\O)c3ccc(OC)c(Cl)c3)C(=O)C(=O)N2CCN(C)C)cc1 (stereo not drawn)	-9
OC(c1ccccn1)c1c[nH]c2ccccc12 (stereo not drawn)	-7
COCCN1C(=O)c2ccc(C(=O)Nc3nccs3)cc2C1=O	-6
O=C(NCCSCc1ccccc1)c1cc(S(=O)(=O)N2CCOCC2)ccc1F	0
COc1ccc(NC(=O)c2ccccc2NC(=O)c2ccc(C)cc2)cc1	-2
O=S(=O)(Nc1ccc(N2CCCCC2)cc1)c1cccs1	-18
COc1ccc(C(C)(C)C)cc1NC(=O)C1CC=CCC1C(=O)O (stereo not drawn)	-2
O=C(Cn1c(=O)n(Cc2ccc3c(c2)OCO3)c(=O)c2ccccc21)Nc1ccc2c(c1)OCCO2	-55
Cc1cc2nn(-c3ccc(Cl)cc3)nc2cc1NC(=O)c1ccc(F)cc1	-2

The listing continues:
SMILES	14-3-3 PPI
O=C(CN1C(=O)c2ccccc2S1(=O)=O)Nc1ccc(S(=O)(=O)Nc2nccs2)cc1	-198
Cc1ccc2cc(C3CC(c4ccco4)=NN3S(=O)(=O)c3ccccc3)c(Cl)nc2c1 (stereo not drawn)	-84
CCOC(=O)N1CCN(C(=O)Cc2ccc(C)cc2)CC1	-6
CCc1ccc(NC(=O)NCC(C)CSc2ccc(Cl)cc2)cc1 (stereo not drawn)	-1
CCCC(=O)N1CCN(S(=O)(=O)c2ccc(Br)cc2)CC1	6
CC(=O)CC(C)(C)n1c(=O)[nH]c2ccccc2c1=O	4
CC(O)CNc1cc(Cl)ccc1[N+](=O)[O-] (stereo not drawn)	6
CC1(C)C(=O)NCCN1C(=O)CSc1nccc(-c2ccc(Br)cc2)n1	-5
COc1ccc2nc(SCC(=O)N3CCc4ccccc4C3)nc(C)c2c1	-14
COc1ccc(NC(=O)C2C3NC(=S)N(c4ccccc4)C2(C)Oc2c(OC)cccc23)cc1 (stereo not drawn)	-3
CCCCOC(=O)c1c(C)oc2c1cc(NS(=O)(=O)c1ccc3c4c(cccc14)C(=O)N3)c1ccccc12	-299
CCOC(=O)CSc1nnc(NC(=O)c2cccc(S(=O)(=O)N3CCCCC3)c2)s1	0
N#CCc1nc(CSc2nc3ccccc3s2)cs1	-36
CC(C)C(C(=O)Nc1ccc(S(=O)(=O)Nc2ncccn2)cc1)N1C(=O)c2ccccc2C1=O (stereo not drawn)	-3
CCC(=O)N1N=C(CC)CC1(O)c1ccc(Br)cc1 (stereo not drawn)	6
CCOc1ccc(C2=Nn3c(nnc3-c3cccnc3)SC2)cc1Cl	1
Cc1ccc(C2/C(=C(\O)c3c(C)nc4ccccn34)C(=O)C(=O)N2CCCN2CCOCC2)o1 (stereo not drawn)	-7
Clc1ccccc1-c1nnc2cccc(Cl)n12	-1
Nc1cccc(Nc2ccccc2)c1	0
O=C(OCCN1C(=O)c2ccccc2C1=O)c1cc2ccccc2o1	5

Exported bar-delimited: part of the list above.
molecule | 14-3-3 PPI
CCOC(=O)C1=C(C)N=C2SCCC(=O)N2C1c1ccc(C(=O)OC)cc1 (stereo not drawn) | 2
O=C(Cn1c(=O)n(Cc2ccc3c(c2)OCO3)c(=O)c2ccccc21)Nc1ccc2c(c1)OCCO2 | -55
CCOC(=O)Nc1ccc2c(c1)N(C(=O)OC)c1ccccc1CC2 | -5
COC(=O)c1c(C)oc2ccc(N(C(=O)c3c(OC)cccc3OC)S(=O)(=O)c3cccc([N+](=O)[O-])c3)cc12 | -4

New compounds follow
SMILES	14-3-3 PPI
O=C(Nc1ccccc1Cl)c1cc2nc(-c3ccc4c(c3)OCO4)cc(C(F)(F)F)n2n1	-5
COc1cc2[nH]c(=S)n(C3CCCC3)c(=O)c2cc1OC	-5
CCc1ccc(NC(=O)c2cc3cc4ccc(C)cc4nc3s2)cc1	-6
C=CCN(C(=O)CCS(=O)(=O)c1cccc2nsnc12)c1ccccc1	-2
CCCCC(=O)Oc1ccc2c(c1)c(C(=O)OCC)c(C)n2-c1ccccc1	-3
CCOc1cc2c(cc1OCC)C1C(C(=O)N(Cc3cccs3)C3CCCCC3)c3ccccc3C(=O)N1CC2 (stereo not drawn)	3
Cc1ccc(C)c(N2CCN(S(=O)(=O)c3c(C)noc3/C=C/N(C)C)CC2)c1	-2
CC(=O)N(CCC#N)c1ccccc1	-6
O=C(Nc1ccc2nn(-c3cccc4ccccc34)nc2c1)c1ccc2c(c1)OCCO2	-34
CCCCCCCNS(=O)(=O)c1ccc(OC)c2ncccc12	-4
O=C1CC(NCc2ccc3c(c2)OCO3)C(=O)N1c1ccc(-c2nc3ccccc3o2)cc1 (stereo not drawn)	-68
COC(=O)c1c(C)oc2ccc(NS(=O)(=O)c3ccc(Cl)c([N+](=O)[O-])c3)cc12	-8
CC(C)N(C)CCOC(=O)C1COc2ccccc2O1 (stereo not drawn)	-6
NCCNc1cccc2c1C(=O)c1ccccc1C2=O	-108
CCOC(=O)c1cnc2ccc(C)cc2c1NCCCN1CCOCC1	-12
COC(=O)/C=c1/sc2n(c1=O)CCN=2	4
O=C(NCc1ccncc1)C(=O)NCc1ccncc1	1
COc1ccc(-n2c(=O)c3c4c(sc3n(CC(=O)C(C)(C)C)c2=O)CCC4)c(OC)c1	-12
Cc1cc(C(=O)CSc2n[nH]c(N)n2)c(C)n1-c1cccc(F)c1	-4
CSc1ccc(S(=O)(=O)N(CC(=O)N2CCOCC2)c2ccc(C)cc2)cc1	7
Cc1cc(C)nc(/N=C2\NC(=O)CC(C(=O)O)N2c2ccc(Cl)cc2)n1 (stereo not drawn)	2
COCCOC(=O)c1ccc(NC(=O)C(C)N2C(=O)c3ccccc3C2=O)cc1 (stereo not drawn)	3
COc1cc2[nH]c(=O)n(Cc3ccc(C(=O)N4CCN(c5ccccc5OC)CC4)cc3)c(=O)c2cc1OC	-9
Cc1ccc(-c2nc3cc(N=Cc4ccc([N+](=O)[O-])cc4)ccc3o2)cc1C	1
CCCN1C(=O)c2c(cc(Oc3ccccc3)cc2[N+](=O)[O-])Oc2ccccc21	-60
COc1ccc(CCNc2c([N+](=O)[O-])c(=O)oc3ccccc23)cc1OC	-2
Fc1ccc(-c2cnc[nH]2)cc1	-2
O=S(=O)(c1ccccc1)c1nc(-c2cccs2)oc1NCCCn1ccnc1	-11
O=C(Nc1c2c(nn1-c1cccc(Cl)c1)CS(=O)C2)c1ccccc1Cl (stereo not drawn)	-4
COc1ccc(C(=O)Nc2ccc(-c3nc4ncccc4o3)cc2)cc1OC	-16
CC(C)Oc1nc(-c2ccccc2O)nc2ccccc12	-3
CC(NC=O)c1ccc(Br)cc1 (stereo not drawn)	-7
COc1ccc(NC(=O)C2(S(=O)(=O)c3ccc(C)cc3)CC2)c(OC)c1	-15
O=C(Nc1cc(C(F)(F)F)ccc1Cl)c1cc(S(=O)(=O)N2CCN(c3ccccc3)CC2)ccc1F	-1
O=C(CSc1c2c(nc3ccccc13)CCC2)NCCC1=CCCCC1	-10
Cc1ccccc1-n1c(=O)cc(NCc2ccc3c(c2)OCO3)[nH]c1=O	2
Cc1ccc(C)c(NC(=O)c2cc3nc(-c4ccc5c(c4)OCO5)cc(C(F)(F)F)n3n2)c1	-8
COc1ccc(S(=O)(=O)N(CC(=O)Nc2cccc(C(F)(F)F)c2)c2ccc(C)cc2)cc1OC	-1
CC(=O)c1c(C)nn(C(=O)N2CCOCC2)c1C	1&3
O=c1/c(=C/c2ccccn2)sc2n1CN(c1ccccc1)CN=2	2
O=C(CN(c1cc(C(F)(F)F)ccc1Cl)S(=O)(=O)c1ccccc1)NC1CCCC1	-6
Cc1ccc(NC2=C(Cl)C(=O)N(c3cccc(C)c3C)C2=O)cc1	1
O=C(NC1CC1)C1CCCN(S(=O)(=O)N2CCCCCC2)C1 (stereo not drawn)	-3
Cc1nn(-c2ccc3nnc(Br)n3n2)c(C)c1Br	-2
Cc1cc(C)c(NC(=O)CC2SC(N)=NC2=O)c(C)c1 (stereo not drawn)	1
CCOC(=O)c1c(N)c(C#N)c2n1CCCC2	-8

An excerpt from above in order of SMILES length, lowest first:
SMILES	14-3-3 PPI
Cc1nn(-c2ccc3nnc(Br)n3n2)c(C)c1Br	-2
Cc1cc(C)c(NC(=O)CC2SC(N)=NC2=O)c(C)c1 (stereo not drawn)	1
Cc1ccc(NC2=C(Cl)C(=O)N(c3cccc(C)c3C)C2=O)cc1	1
O=C(CN(c1cc(C(F)(F)F)ccc1Cl)S(=O)(=O)c1ccccc1)NC1CCCC1	-6

Copied from the entries so far, 5 compounds:
SMILES	14-3-3 PPI
O=c1/c(=C/c2ccccn2)sc2n1CN(c1ccccc1)CN=2	2
O=C(CN(c1cc(C(F)(F)F)ccc1Cl)S(=O)(=O)c1ccccc1)NC1CCCC1	-6
Cc1ccc(NC2=C(Cl)C(=O)N(c3cccc(C)c3C)C2=O)cc1	1
O=C(NC1CC1)C1CCCN(S(=O)(=O)N2CCCCCC2)C1 (stereo not drawn)	-3
Cc1nn(-c2ccc3nnc(Br)n3n2)c(C)c1Br	-2

These rows are one share of the data; the hit share may differ from the screen's.
